Mtb RmlCD inh: blocks M. tuberculosis RmlC and RmlD coupled enzymes; hit rate 0.03% among 160,000; inhibition, % at 3.6 µM; RmlC+RmlD coupled enzyme assay, percent inhibition; primary screen in compound mixtures; AID 1533; in the data active = inhibition mostly above about 34%, no sharp cut-off; inconclusive = no clear call, values can overlap the other calls; inactive = mostly below about 22%; also: some results filed as inactive read as strong as hits
Target sequence (P9WH09 whole entry, looked up): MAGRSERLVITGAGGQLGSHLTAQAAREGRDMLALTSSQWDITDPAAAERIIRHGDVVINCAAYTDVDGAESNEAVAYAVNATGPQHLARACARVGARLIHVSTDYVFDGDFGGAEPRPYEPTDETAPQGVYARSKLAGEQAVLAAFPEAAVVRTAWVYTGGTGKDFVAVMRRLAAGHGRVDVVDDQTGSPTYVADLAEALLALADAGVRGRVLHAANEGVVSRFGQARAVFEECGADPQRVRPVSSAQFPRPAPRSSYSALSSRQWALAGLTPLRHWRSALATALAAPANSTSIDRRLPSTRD
Target sequence (P9WH11 whole entry, looked up): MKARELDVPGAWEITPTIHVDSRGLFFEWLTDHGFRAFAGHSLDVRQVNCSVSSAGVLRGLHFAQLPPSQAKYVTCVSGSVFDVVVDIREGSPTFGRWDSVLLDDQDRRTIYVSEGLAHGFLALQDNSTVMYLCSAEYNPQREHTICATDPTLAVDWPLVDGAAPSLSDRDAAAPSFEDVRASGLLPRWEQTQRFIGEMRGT
GlmU inhibition: inhibition of mycobacterial GlmU enzyme – biochemical, glucosamine-1-phosphate acetyltransferase (AID 1376) | M. tuberculosis GlmU acetyltransferase enzyme assay; higher % means a stronger effect | hit rate 0.25% among 220,000 | inhibition, %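 (tested at 30 µM in the primary screen)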, or IC50 in µM where a hit was titrated; in the data active = inhibition above about 13%; inconclusive = no clear call, values can overlap the other calls;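 also: 0% = complete reaction with vehicle and 100% = reaction without substrate; strong numbers were not always called active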
* hit, by the source's call; ? = inconclusive; / = not tested or not shown. Some of the compounds tested. The share of hits here may be higher or lower than overall.

SMILES	Mtb RmlCD inh	GlmU inhibition
Cc1ccc(C)c(NC(=O)c2ccc3c(c2)N(Cc2ccc(F)cc2)C(=O)CS3=O)c1 (stereo unspecified)	-8	-6.7%
CCOC(=O)C1=C(C)OC(N)=C(C#N)C1c1cc(OC)c2c(c1)OCO2 (stereo unspecified)	/	-2.6%
COC(=O)Nc1ccc(S(=O)(=O)N2CCN(CCN3C(=O)C4C5C=CC(C5)C4C3=O)CC2)cc1 (stereo unspecified)	/	3.0%
COc1ccc(C2=NOC(C)(c3nnc(-c4ccc(F)cc4)o3)C2)cc1 (stereo unspecified)	/	6.2%
NC(=O)C1(N2CCCCC2)CCN(C2CC(=O)NC2=O)CC1 (stereo unspecified)	/	0.3%
COc1ccc(/C=N/c2nc3ccccc3n2C)cc1OC	10	-5.0%
N/C(=N\c1nc2c(c(=O)[nH]1)CCCC2)Nc1ccccc1Sc1ccccc1	/	1.7%
O=C(N/N=C/c1ccco1)c1cnccn1	-7	1.9%
NS(=O)(=O)c1cccnc1Nc1ccc(Cl)c(Cl)c1	7	/
Cc1cc(=O)oc2cc(OCC(=O)N3CCCC(C)C3)ccc12 (stereo unspecified)	0	-2.7%
C[N+]1(CC(=O)OCCCc2ccccc2)CCOCC1	8	1.6%
COc1ccc(-c2nnnn2-c2ccccc2OC)cc1	/	-3.0%
Cc1ccc(N=Cc2c(O)n(-c3nccs3)c(=O)c3ccccc23)cc1	5	-0.8%
Cc1cccc2cc(C#N)c(NCCNS(=O)(=O)c3ccc4c(c3)OCCO4)nc12	-24	1.9%
c1cc2ccc3ccc(CN4CCOCC4)c4ccc(c1)c2c34	-6	2.1%

One compound at a time (already shown). Screens in order: Mtb RmlCD inh | GlmU inhibition
Shown for Cc1ccc(C)c(NC(=O)c2ccc3c(c2)N(Cc2ccc(F)cc2)C(=O)CS3=O)c1 (stereo unspecified) → -8 | -6.7%
Shown for N/C(=N\c1nc2c(c(=O)[nH]1)CCCC2)Nc1ccccc1Sc1ccccc1 → / | 1.7%
Shown for c1cc2ccc3ccc(CN4CCOCC4)c4ccc(c1)c2c34 → -6 | 2.1%
Shown for C[N+]1(CC(=O)OCCCc2ccccc2)CCOCC1 → 8 | 1.6%

The list goes on.
SMILES	Mtb RmlCD inh	GlmU inhibition
O=c1oc2ccccc2c(NCCc2ccccc2)c1[N+](=O)[O-]	6	-5.7%
CN1C(=O)C(C2c3ccccc3C(=O)N2Cc2ccccc2)C(=O)N(C)C1=O (stereo unspecified)	-7	2.4%
Cc1cccc(OCC(=O)N/N=C/c2sc(=O)n(Cc3cccc(C(=O)O)c3)c2Cl)c1	7	0.6%
O=S(=O)(c1ccccc1)N1CCCC1c1cccs1 (stereo unspecified)	-14	0.9%
Cn1c(-c2ccc(C(C)(C)C)cc2)n[nH]c1=S	18	-1.6%
Cn1c(=O)oc2cc(S(=O)(=O)Nc3cccc(C(=O)O)c3)ccc21	/	-2.2%
CCOC(=O)CSc1ccc(-c2nc3cc(C)c(C)cc3[nH]2)cn1	9	1.7%
Cc1ccc(C)c(N(C(=O)Cn2nnc(-c3cccs3)n2)C(C(=O)NC2CC2)c2ccc(C)o2)c1 (stereo unspecified)	/	-8.3%
C=CCNc1nc(N)c(C(=C(C#N)C#N)c2ccccc2)s1	/	-0.4%
C=C[C@@]1(C)CC(=O)[C@]2(O)[C@@]3(C)[C@@H](O)CCC(C)(C)[C@@H]3[C@H](O)[C@H](OC(C)=O)[C@@]2(C)O1	/	-3.6%
CC1CCCCN1S(=O)(=O)c1ccc(S(=O)(=O)N2CCN(c3ccccc3)CC2)cc1 (stereo unspecified)	-6	-0.9%
O=C(CN1C(=O)CN=C(c2ccccc2)c2ccccc21)NCc1ccco1	-7	6.1%
Cc1ccc2ccccc2c1COC(=O)c1nonc1N	6	-4.7%
CCNc1nc(SCCOc2ccc(Cl)cc2Cl)nc(N(C)C)n1	3	-5.7%
O=C(CCCN1C(=O)/C(=C/c2ccccc2)SC1=S)Nc1ccc(O)cc1	3	3.7%
CCOc1ccccc1-n1c(SCC(=O)NC)nnc1-c1ccco1	-2	4.2%
CCN(CC)C(=O)COc1ccc2oc(C)c(C(=O)OC)c2c1	/	3.5%
O=C(NC1CCCCCC1)c1ccc(CN2CCOCC2)cc1	16	/
Cc1[nH]n(-c2ccc(Cl)c(Cl)c2)c(=O)c1CCO	/	-3.6%
CCCCCCC1CCC(C(=O)Nn2c(C)nc3ccccc3c2=O)CC1 (stereo unspecified)	/	-7.6%
COc1ccc2cc(CN(CCO)C(=O)c3ccc(Br)cc3)c(=O)[nH]c2c1	6	2.2%
O=C(O)COc1ccc2c3c(c(=O)oc2c1)CCC3	0	3.3%
CC(C)(C)NC(=O)C(=O)NNC(=O)COc1ccc(Br)cc1	1	2.2%
O=C(C1CCN(c2nnc(-n3cccc3)s2)CC1)N1CCOCC1	4	-2.3%
CC1N(C)c2cc(NC(=O)c3ccco3)ccc2C1(C)C (stereo unspecified)	/	-5.2%
C[C@]12CCC(=O)C(O)=C1CC[C@@H]1[C@@H]2CC[C@]2(C)C(=O)CC[C@@H]12	/	4.1%
CC(C)CC(=O)NC(=S)Nc1ccccc1N1CCCC1	3	2.5%
C=CCNC(=O)c1c(-c2c(F)cccc2Cl)noc1C	/	1.7%
O=C(O)c1ccc(N/N=C/C=C/c2ccccc2)cc1	/	-0.5%
Cc1cc2oc(=O)cc(Cn3nnc(-c4ccc(Cl)cc4)n3)c2cc1C(C)C	14	0.8%
Nc1ccccc1C(=O)NNc1c2ccccc2nc2ccccc12	11	7.6%
Cn1c(C(=O)c2ccncc2)cc2ccccc21	/	5.5%
Cc1cc(C(F)(F)F)nn1CC(=O)NNC(=S)Nc1cccc(Cl)c1	-6	-1.8%
CCC(c1c(C)n(C)n(-c2ccccc2)c1=O)c1c(C)n(C)n(-c2ccccc2)c1=O	/	2.1%
O=C(c1cc2nc(-c3ccco3)cc(C(F)(F)F)n2n1)N1CCCCCC1	/	2.3%
CC(C)(O)C#Cc1ccc(C(=O)NCc2cccs2)s1	22	-6.2%
OCc1ccnc(Cl)c1	-11	6.8%
O=C(CCSc1ccccc1)NC1CCCCCC1	3	-1.2%
NC(=O)C1CCN(C(=O)C23CC4CC(CC(C4)C2)C3)CC1	-2	-1.0%
O=C(CSCc1cc(=O)[nH][nH]1)Nc1ccc(F)cc1	6	2.2%
COCCn1c(SCCCc2ccccc2)nc2c1c(=O)[nH]c(=O)n2C	18	-0.6%
O=C(COC(=O)/C=C/c1cccs1)Nc1cccc(S(=O)(=O)N2CCOCC2)c1	7	0.6%
CCOC(=O)C(C)Oc1ccc2c(C)cc(=O)oc2c1C(C)=O (stereo unspecified)	-2	4.7%
CCc1cc2c(cc(C(=O)O)n2C)s1	3	-2.6%
COc1ccc(C(=O)NCC(=O)n2nc(C)cc2C)cc1OC	1	4.2%
Cc1ccc(Cn2c(C(C)Nc3nc(-c4ccc(Cl)c([N+](=O)[O-])c4)cs3)nc3cc(C(F)(F)F)ccc32)cc1 (stereo unspecified)	/	1.7%
COC(C(=O)Nc1ccc(S(=O)(=O)Nc2ccc(C)c(C)c2)cc1)c1ccccc1 (stereo unspecified)	-14	6.9%
CC1CCN(C(=O)CN(c2cccc(F)c2)S(C)(=O)=O)CC1	6	-0.5%
NC(=O)C1(N2CCCCC2)CCN(Cc2ccc(Br)cc2)CC1	/	-5.0%
NC1=NC2=C(CCCC2)C2(CCCCC2)S1	-5	3.1%
Cc1ccc(CNC(=O)c2cc3c(=O)n(C)c4ccccc4c3n2C)o1	5	2.7%
CCN(CC)CCCNC(=O)CSc1nc(-c2cccs2)cc(C(F)(F)F)n1	6	0.4%
COc1ccccc1CNC(=O)c1cccc(C)c1[N+](=O)[O-]	-10	2.2%
COc1ccc(Br)cc1CN(C)C(C)C(=O)Nc1cccc(C(C)=O)c1 (stereo unspecified)	15	3.9%
COC(=O)/C=C1/S/C(=N/N=C/c2ccco2)NC1=O	-2	-0.6%
COc1ccc(CCCc2nnc(SCc3nc4ccccc4c(=O)[nH]3)n2C)c(C)c1	/	-11%
CCOC(=O)c1nc(C)sc1-c1ccnn1S(=O)(=O)c1cccc(Cl)c1	-5	-2.5%
CCCc1nc2c(c(=O)c3ccccc3n2C)c(=O)n1-c1cc(C)cc(C)c1	4	7.1%
O=C(NC1CCCC1)C1CCCN1C(=O)Oc1ccccc1 (stereo unspecified)	-13	-1.2%
COc1ccc(C(=O)CSc2nnc(-c3ccco3)n2CC2CCCO2)cc1 (stereo unspecified)	/	0.1%

Other records
SMILES	Mtb RmlCD inh	GlmU inhibition
CN1C(=O)CSc2ccc(C(=O)O)cc21	-4	3.1%
OC(c1ccccn1)(c1ccccn1)c1ccccn1	-5	-11%
Cc1cccc(-n2nnc3c(=O)n(CC(=O)Nc4cc(C)on4)cnc32)c1	-13	-0.1%
Cc1ccc2c(c1)-c1ccccc1S(=O)(=O)N2	/	6.3%
O=C(COc1ncnc2cc([N+](=O)[O-])ccc12)NCCc1ccc(Cl)cc1	12	-6.1%
COc1ccc(CC(=O)Nc2ccc(S(=O)(=O)NCC3CCCO3)cc2)cc1 (stereo unspecified)	/	-1.0%
COc1ccc(Oc2nc(-c3cccnc3)nc3ccccc23)cc1	-13	4.2%
Cc1ccc(C(=O)O)cc1NC(=O)c1cccs1	2	1.5%
O=c1nc2n(c3cc(Cl)c(S(=O)(=O)N4CCOCC4)cc13)CCCCC2	0	-0.8%
CC(C)C(=O)Nc1ccc(C(=O)NC2CCSC2=O)cc1 (stereo unspecified)	/	-3.5%
C=CCn1c(SCC(=O)NC2CCCCC2)nc2ccccc2c1=O	-10	-2.7%
O=C(NNC(=O)c1cccc([N+](=O)[O-])c1)c1ccncc1	-2	-6.8%
CC(C)(C)n1cnc2cc(NS(=O)(=O)c3ccccc3)ccc21	/	-4.9%
C=C(C)C1CC=C(C)/C(=N/NC(=O)COc2ccc(Cl)cc2)C1 (stereo unspecified)	/	0.7%
COC(=O)c1c(NC(=O)CN2CCC3(O)CCCCC3C2c2cc(OC)ccc2OC)sc(C)c1C (stereo unspecified)	-7	-3.3%
O=C(CN1C(=O)c2ccccc2S1(=O)=O)Nc1ccccc1C(=O)NCc1ccco1	/	-3.5%
CCOC(=O)CCc1c(C)nc2cc(-c3ccc(Cl)cc3)[nH]n2c1=O	6	3.2%
COc1ccc(Nc2nc(OC)nc(N3CCOCC3)n2)cc1	/	2.5%
COc1cccc(CC(NC(C)=O)C(=O)NC2CCN(c3ncccc3[N+](=O)[O-])CC2)c1 (stereo unspecified)	-9	-3.3%
NS(=O)(=O)c1ccc(NC(=O)COC(=O)c2cccc(S(=O)(=O)N3CCCC3)c2)cc1	/	0.9%
CCCSc1cc(=O)n(-c2ccc(F)cc2)nc1C(=O)OCC	/	-0.1%
CC(=O)NC1(c2ccccc2)CCN(c2nc(C)cc(C)n2)CC1	-14	0.9%
Cc1nc2ccccc2nc(C)c1=NOCc1ccccc1Cl	4	-1.2%
COCCN1Cc2cccc(C(=O)NCc3cccs3)c2C1=O	-7	-1.8%
O=C(Nc1ccccc1C(=O)N1CCCCCC1)c1cccc(S(=O)(=O)N2CCOCC2)c1	/	1.5%
O=C1C=CC(=O)N1CCCCCCN1C(=O)C=CC1=O	?	118µM*
CCN(CC)CCC(c1ccc2c(c1)OCO2)c1c(O)cc(OC)cc1OC (stereo unspecified)	/	-1.7%
CC(=O)c1ccc(N2CCN(CC(=O)Nc3ccc(N4CCOCC4)cc3)CC2)cc1	27	5.0%
CCOC(=O)c1ccccc1NC(=O)c1c(F)c(F)c(F)c(F)c1F	/	-6.3%
COc1ccc(C2NC(=S)N3C(c4ccc(OC)cc4)NC(=S)N23)cc1 (stereo unspecified)	/	0.3%
CN1CCC(N(C)C(=O)/C=C/c2cn(-c3ccccc3)nc2-c2cccs2)CC1	0	-5.5%
CCOc1ccc(CN2CCN(CC3=Cc4cccc(OC)c4OC3)CC2CCO)cc1 (stereo unspecified)	6	9.6%
CCOC(=O)N1CCN(CC(=O)N2c3ccccc3CC2C)CC1 (stereo unspecified)	43	3.8%
COc1ccc2cc(CCNC(=O)c3cccs3)c(=O)[nH]c2c1	/	1.6%
CC(=O)Nc1ccc(N2CCOCC2)c([N+](=O)[O-])c1	2	-5.4%
Cc1cc(C)c(Cc2c(C)nc3c(C(=O)NCc4ccco4)cnn3c2C)c(C)c1	7	6.1%
COc1ccc(NS(=O)(=O)c2cc(NC(=O)CC3CCCC3)ccc2N2CCOCC2)cc1	4	-2.6%
Cc1ccc(C)c(NC(=O)C(Sc2nc3ccc(C)cc3[nH]2)c2ccccc2)c1 (stereo unspecified)	-3	4.6%
CCN1CCN(c2cc(C)c3cc(NC(=O)Cc4ccc(OC)c(OC)c4)ccc3n2)CC1	/	-1.2%
CCOP(=O)(OCC)C(NC(=O)c1cc([N+](=O)[O-])cc([N+](=O)[O-])c1)C(F)(F)F (stereo unspecified)	-10	1.7%
O=C(C1CCC1)N1CCc2cc(S(=O)(=O)NCc3cccnc3)ccc21	-4	2.2%
CC1=NNC(=O)C1CC(=O)N/N=C/c1ccc(C)o1 (stereo unspecified)	3	-2.9%

Five structures from above, ordered by molar mass, low to high.
SMILES	Mtb RmlCD inh	GlmU inhibition
CC1=NNC(=O)C1CC(=O)N/N=C/c1ccc(C)o1 (stereo unspecified)	3	-2.9%
COc1ccc2cc(CCNC(=O)c3cccs3)c(=O)[nH]c2c1	/	1.6%
O=C(C1CCC1)N1CCc2cc(S(=O)(=O)NCc3cccnc3)ccc21	-4	2.2%
Cc1ccc(C)c(NC(=O)C(Sc2nc3ccc(C)cc3[nH]2)c2ccccc2)c1 (stereo unspecified)	-3	4.6%
CCOP(=O)(OCC)C(NC(=O)c1cc([N+](=O)[O-])cc([N+](=O)[O-])c1)C(F)(F)F (stereo unspecified)	-10	1.7%

Screens (PubChem)
